Screens deposited in PubChem BioAssay by Broad Institute.
RAD54 branch = inhibitors of human RAD54 branch migration, primary screen, biochemical, fluorescence, single point | inhibition, % at 10.4 µM | AID 602329, 2012 | actives 0.14% (n = 360,000) | DNA repair and recombination protein RAD54-like (Homo sapiens), Q92698 | RAD54 Holliday junction branch migration, FAM/BHQ fluorescence;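 active = mean normalized replicate activity at least 40 and at least half of replicates scoring 40 or more; inconclusive = only one of the two criteria met; inactive = mean below 40 and under half of replicates reaching 40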;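 also: 0% = median of neutral control wells and 100% = median of positive control wells; inhibitors cause a drop in the FAM fluorescence signal; in these data hits start at about 50%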
Casp6 inh = human caspase-6 inhibitors, primary screen, biochemical, VEID-R110 fluorescence, single point, set 2; P55212; purified caspase-6, Z-VEID-R110 cleavage fluorescence; inhibition, % at 12.5 µM; actives 0.53% (n = 350,000); AID 686996, 2013;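 active = mean inhibition across replicates at least about 35%, with every replicate also reaching that limit, limit read from the data; inconclusive = only one of the two criteria met; inactive = neither criterion met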;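 also: 0% = median of neutral control wells and 100% = no fluorescence left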
Target sequence (P55212 24-179 limits assumed): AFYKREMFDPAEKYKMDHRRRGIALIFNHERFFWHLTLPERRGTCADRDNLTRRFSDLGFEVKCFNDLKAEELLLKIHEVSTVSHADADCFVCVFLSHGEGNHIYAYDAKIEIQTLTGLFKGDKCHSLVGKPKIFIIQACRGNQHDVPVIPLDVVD
Target sequence (P55212 194-293 limits assumed): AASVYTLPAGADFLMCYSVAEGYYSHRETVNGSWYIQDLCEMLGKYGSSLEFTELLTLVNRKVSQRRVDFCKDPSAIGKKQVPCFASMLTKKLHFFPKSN
RAD52 anneal inh = RAD52 DNA annealing inhibitors, primary screen, biochemical, FRET, single point, set 2 | recombinant RAD52 DNA annealing, FRET fluorescence | DNA repair protein RAD52 homolog (Homo sapiens), P43351 | actives 0.46% (n = 360,000) | inhibition, % at 18.7 µM;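 active = every replicate showing at least 50% inhibition; inconclusive = mean inhibition at least 50% but not in every replicate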
E-selectin induc = E-selectin induction in HUVECs, primary screen, imaging, HUVEC, immunofluorescence imaging, single point | actives 0.37% (n = 260,000) | AID 686992, 2013 | normalized: neutral wells 0, TNF-alpha wells 100 | activation, % at 7.58 µM;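 active = mean E-selectin-positive cell signal at least 10% of the positive control, reached in at least 60% of replicates, without over 20% cell loss; inconclusive = no rule given, readout overlaps actives, possibly toxicity-flagged; inactive = the rest, including those meeting only one limit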;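 also: in these data hits start at about 27%; measured in HUVEC primary endothelial cells; signal is the percent of cells scored E-selectin positive by PE staining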
Target sequence (P16581 whole entry, looked up): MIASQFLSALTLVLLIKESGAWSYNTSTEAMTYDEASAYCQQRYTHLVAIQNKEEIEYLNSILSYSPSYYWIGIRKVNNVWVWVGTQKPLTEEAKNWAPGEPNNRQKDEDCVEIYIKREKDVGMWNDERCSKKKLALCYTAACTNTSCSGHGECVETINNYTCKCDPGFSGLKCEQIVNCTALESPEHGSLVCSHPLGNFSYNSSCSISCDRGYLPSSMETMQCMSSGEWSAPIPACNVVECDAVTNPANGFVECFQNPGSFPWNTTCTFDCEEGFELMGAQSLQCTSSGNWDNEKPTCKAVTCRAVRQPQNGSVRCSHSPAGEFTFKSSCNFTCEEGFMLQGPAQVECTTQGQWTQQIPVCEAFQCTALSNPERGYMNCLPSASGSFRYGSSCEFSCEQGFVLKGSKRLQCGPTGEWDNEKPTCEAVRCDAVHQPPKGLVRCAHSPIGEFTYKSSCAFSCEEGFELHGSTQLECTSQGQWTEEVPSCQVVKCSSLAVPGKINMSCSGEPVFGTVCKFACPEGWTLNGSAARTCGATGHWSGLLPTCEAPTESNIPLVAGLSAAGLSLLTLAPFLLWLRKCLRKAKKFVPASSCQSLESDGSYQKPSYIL
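Read-out basis: % PE-positive cells; Test system: HUVEC primary endothelial cells; Technique: immunofluorescence imaging; Dosing: single-point compound dose.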
GSIS activator = GLuc luminescence reporter in INS-1E cells, primary screen for activators of glucose-dependent secretion of insulin | INS-1E GLuc reporter insulin secretion, 2-3 h | activation, % at 16.6 µM | actives 0.61% (n = 370,000) | AID 743287, 2014;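 active = lowest replicate activation of at least 40%, so every replicate reaches that level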;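 also: 0% = median of neutral control wells and 100% = median of IBMX positive control wells; some compounds called inactive have numbers as strong as hits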
XiGFP reactiv = activators of inactive X chromosome reactivation, primary screen, imaging, XiGFP fibroblasts, GFP high-content imaging, set 2 | XiGFP mouse fibroblasts, % GFP-positive cells imaging, 3 d; cells co-treated with 5-aza-dC sensitizer; scaled so ellipticine positive control = 100% | activation, % at 7.58 µM | actives 0.055% (n = 360,000) | AID 743238, 2013;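 active = mean normalized replicate activation at least 10% and every replicate at or above 10%; inconclusive = only one of the two criteria met; inactive = mean below 10% and not all replicates reach 10%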;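 also: 0% = median of on-plate neutral control wells and 100% = ellipticine 6 µM median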
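System: 68-5-11 XiGFP fibroblast line; Timing: 3 days compound exposure; Compound dosing: one concentration, pinned; Benchmarks: positive control ellipticine, 6 µM final; Buffer or medium: DMEM containing 5-aza-dC.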
CFTR F508del cor = F508del CFTR correction, initial screen, CFBE line, single point; CFBE cells, YFP halide quenching; stimulated with forskolin plus potentiator P3; % fluorescence drop versus neutral controls; AID 720511, 2013; activity (quench increase), % at 7.58 µM; actives 0.36% (n = 350,000);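 active = mean added fluorescence quench of at least 8% versus neutral control, with both replicates also reaching 8%; inconclusive = only one of the mean or replicate conditions met; inactive = mean below 8% and not both replicates reaching 8%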;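 also: cells transiently co-express mutant CFTR-F508del with the halide-sensitive YFP; corrector assay measuring rescue of mutant channel to the surface after 24 h compound exposure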
DENV2 CPE rescue = inhibitors of DENV2 cytopathic effect, primary screen, cell-based, plate reader, single concentration; DENV2-infected cells, cytopathic effect rescue; CPE inhibition, % at 9.99 µM; actives 1.7% (n = 350,000); in the data active = CPE inhibition above about 20%, passing the limit was not always enough; inconclusive = no clear call, values can overlap the other calls; tested in BHK-21 cells;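 also: 0% = median of neutral control wells and 100% = median of positive control wells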
Active calls of the source: *; ? = inconclusive; · = no result given.

1: OC[C@@H]1[C@H](c2ccc(Br)cc2)[C@H]2CN(Cc3ccccn3)CCCCN12
2: Cc1ccc(S(=O)(=O)N(C)C[C@H]2OCCCC[C@H](C)Oc3ccc(NC(=O)Nc4c(C)noc4C)cc3C(=O)N([C@@H](C)CO)C[C@H]2C)cc1
3: Cc1ccc(-c2c(NC(=O)C(C)C)n(C)c3ccccc3c2=O)cc1
4: O=C(Nc1nc2nccc(-c3ccccc3)n2n1)c1ccc(F)cc1
5: COc1ccc([N+](=O)[O-])cc1N(CC(=O)Nc1ccccc1C(=O)N1CCOCC1)S(C)(=O)=O
6: O=c1[nH]c2cc(O)ccc2c2ccccc12
7: Cc1ccc(S(=O)(=O)N(C)C[C@H]2Oc3ccc(NC(=O)Nc4ccc5c(c4)OCO5)cc3CC(=O)N([C@@H](C)CO)C[C@@H]2C)cc1
8: Cc1cccc(C(=O)NC(=S)NNC(=O)COc2ccc(Cl)cc2)c1
entry no.	1	2	3	4	5	6	7	8
DENV2 CPE rescue	11	-2	9	·	-4	6	2	12
Casp6 inh	4	-3	-5	·	2	4	1	-5
RAD54 branch	-17	0	-6	9	-1	13	7	2
E-selectin induc	-0.1	·	0.1	-0.1	·	0.4	-0.1	·
CFTR F508del cor	3.3	3.4	0.3	·	-1.3	1.7	1.8	0.7
XiGFP reactiv	6.9	0.0	0.0	0.2	0.1	0.1	-0.8	0.2
GSIS activator	19	0	2	10	19	·	24	-5
RAD52 anneal inh	-17	-7	-32	·	8	-7	1	-11

Three of the entries above in order of their number in GSIS activator, highest first.
nr | SMILES | DENV2 CPE rescue | Casp6 inh | CFTR F508del cor | GSIS activator | RAD52 anneal inh
1 | OC[C@@H]1[C@H](c2ccc(Br)cc2)[C@H]2CN(Cc3ccccn3)CCCCN12 | 11 | 4 | 3.3 | 19 | -17
4 | O=C(Nc1nc2nccc(-c3ccccc3)n2n1)c1ccc(F)cc1 | · | · | · | 10 | ·
2 | Cc1ccc(S(=O)(=O)N(C)C[C@H]2OCCCC[C@H](C)Oc3ccc(NC(=O)Nc4c(C)noc4C)cc3C(=O)N([C@@H](C)CO)C[C@H]2C)cc1 | -2 | -3 | 3.4 | 0 | -7

Next structures:
9: CC(C)(C)OC(=O)N1CCc2onc(-c3ccc(Cl)cc3)c2C1=O
10: C[C@H](CO)N1C[C@H](C)[C@H](CN(C)C(=O)C2CCCCC2)OCCCC[C@H](C)Oc2ccc(NS(=O)(=O)c3cn(C)cn3)cc2C1=O
11: Cc1cccc(-c2nnc(SCC(=O)Nc3cc(C)on3)n2C)c1
12: Cc1ccc(-c2cc(C(F)F)nc3sc4c(=O)[nH]cnc4c23)cc1
13: CCc1ccccc1NC(=O)CCS(=O)(=O)c1ccc2c(c1)CCCN2C(C)=O
14: COc1ccccc1/C=N/NC(=O)Cn1cnc([N+](=O)[O-])n1
15: CN(C)CCCN(C(=O)CCOc1ccccc1)c1nc2c(F)cccc2s1
16: COc1ccc(NC(=O)Nc2ccc3c(c2)[C@@H]2C[C@@H](CC(=O)N4CCN(C)CC4)O[C@H](CO)[C@@H]2O3)cc1
entry no.	9	10	11	12	13	14	15	16
DENV2 CPE rescue	-2	0	5	·	-5	-4	-3	-3
Casp6 inh	0	-2	-3	-1	1	4	-5	0
RAD54 branch	-1	1	-5	0	-11	·	·	2
E-selectin induc	-0.6	0.0	·	·	·	·	·	0.6
CFTR F508del cor	-1.0	-2.9	0.1	0.4	-0.1	-0.6	-2.4	4.0
XiGFP reactiv	0.1	0.1	0.4	0.0	0.1	0.0	-0.1	0.4
GSIS activator	10	2	14	-7	14	-9	99*	15
RAD52 anneal inh	-14	-4	-10	-35	-2	4	96*	-1

17: O=C(NCC[C@@H]1CC[C@H](NS(=O)(=O)c2cccc(F)c2)[C@@H](CO)O1)Nc1cc(F)ccc1F
18: CCOc1ccc(CN2CCN(Cc3nc4c(s3)CCCC4)CC2CCO)cc1 (stereo not drawn)
19: Cc1ccc(C2(C)NC(=O)N(CC(=O)Nc3ccc4[nH]c(=O)[nH]c4c3)C2=O)cc1 (stereo not drawn)
20: Nc1[nH]c(C(=O)c2ccccc2)c(-c2cccc(C(F)(F)F)c2)c1C(=O)NCCc1c[nH]c2ccccc12
21: CCOc1ccc(/C=N/NC(=O)c2cc(-c3ccccc3)nc3ccccc23)cc1O
22: COc1ccc(NC(=O)c2ccc3c(SCC(=O)O)c4c(nc3c2)CCCC4)cc1Cl
23: Brc1cc2c(cc1Br)OCCOCCOCCOCCO2
24: Cc1ccc(S(=O)(=O)N(C)C[C@@H]2Oc3c(NS(=O)(=O)c4ccc(F)cc4)cccc3C(=O)N([C@@H](C)CO)C[C@H]2C)cc1
entry no.	17	18	19	20	21	22	23	24
DENV2 CPE rescue	3	0	0	-4	1	11	2	-10
Casp6 inh	2	-4	3	-1	-3	19	8	·
RAD54 branch	-12	·	·	·	4	·	·	5
E-selectin induc	-0.4	0.1	0.0	-0.1	0.6	0.0	·	-8.3
CFTR F508del cor	0.0	-0.1	1.9	-0.9	0.2	-4.1	-1.8	-1.0
XiGFP reactiv	0.1	0.2	-0.3	-0.1	0.1	0.3	0.0	0.1
GSIS activator	-8	1	-10	-37	-33	-5	-15	14
RAD52 anneal inh	2	-11	-12	25	-11	-8	-13	·

Part of the list above, limited to XiGFP reactiv and DENV2 CPE rescue.
No.	compound	XiGFP reactiv	DENV2 CPE rescue
17	O=C(NCC[C@@H]1CC[C@H](NS(=O)(=O)c2cccc(F)c2)[C@@H](CO)O1)Nc1cc(F)ccc1F	0.1	3
22	COc1ccc(NC(=O)c2ccc3c(SCC(=O)O)c4c(nc3c2)CCCC4)cc1Cl	0.3	11
23	Brc1cc2c(cc1Br)OCCOCCOCCOCCO2	0.0	2
24	Cc1ccc(S(=O)(=O)N(C)C[C@@H]2Oc3c(NS(=O)(=O)c4ccc(F)cc4)cccc3C(=O)N([C@@H](C)CO)C[C@H]2C)cc1	0.1	-10
21	CCOc1ccc(/C=N/NC(=O)c2cc(-c3ccccc3)nc3ccccc23)cc1O	0.1	1
19	Cc1ccc(C2(C)NC(=O)N(CC(=O)Nc3ccc4[nH]c(=O)[nH]c4c3)C2=O)cc1 (stereo not drawn)	-0.3	0
18	CCOc1ccc(CN2CCN(Cc3nc4c(s3)CCCC4)CC2CCO)cc1 (stereo not drawn)	0.2	0

Further results follow.
25: CSc1ccccc1NC(=O)CN(C)C(C)C(=O)NC(=O)NC1CCCCC1 (stereo not drawn)
26: c1ccc(Nc2cc(-c3ccccc3)nc3ncnn23)cc1
27: CC(OC(=O)CCc1nc2ccccc2c(=O)[nH]1)C(=O)c1ccc(Br)cc1 (stereo not drawn)
28: Cc1cccc(N2C(=O)CN(Cc3cccs3)C2=S)c1
29: CC(O)Cn1nc([N+](=O)[O-])nc1N (stereo not drawn)
30: CCCNC(=O)N(C)C[C@H]1Oc2cc(C#C[C@H](C)O)ccc2S(=O)(=O)N([C@H](C)CO)C[C@H]1C
31: CCC(=O)N1[C@@H](CO)[C@@H](c2ccccc2)C12CN(C(=O)c1cnccn1)C2
32: O=C(NCC1CCCN(C(=O)c2cccnc2)C1)c1ccc(-c2ccccc2)cc1 (stereo not drawn)
entry no.	25	26	27	28	29	30	31	32
DENV2 CPE rescue	?	-1	-2	·	-2	42*	22*	5
Casp6 inh	5	-2	2	4	5	·	0	-3
RAD54 branch	·	·	2	-12	0	4	·	·
E-selectin induc	-1.0	·	·	1.9	1.2	0.4	0.4	·
CFTR F508del cor	0.6	1.4	0.3	0.7	-3.8	3.3	1.6	0.2
XiGFP reactiv	-0.1	·	0.0	0.0	0.0	0.0	-0.1	0.1
GSIS activator	-37	6	-9	0	·	17	9	-8
RAD52 anneal inh	-7	-10	-30	-5	12	2	-27	-10
